Growth percent in the NCI-60 one-dose screen (48 h, 10 µM unless noted): 100 = growth as untreated, 0 = no growth, -100 = all killed.
RPMI-8226 – RPMI-8226 leukemia cells | hit rate 7.5% among 77,000 | AID 1794781
HOP-92 – HOP-92 NSCLC cells; hit rate 6.3% among 71,000; AID 1794738
HOP-62 – HOP-62 NSCLC; hit rate 3.9% among 80,000
EKVX – EKVX NSCLC. hit rate 3% among 71,000
CCRF-CEM – CCRF-CEM leukemia; hit rate 7% among 77,000; AID 1794778
MOLT-4 – MOLT-4 leukemia cells; AID 1794779; hit rate 6.9% among 80,000
A549/ATCC – A549/ATCC NSCLC | hit rate 3.7% among 81,000 | AID 1794740
SR – SR leukemia cells | hit rate 8.7% among 73,000
An asterisk follows results filed as active; . = not tested or not shown; & = joins results of further samples. Rule for the calls: active = growth percent below 10; inactive = the rest.

Start of the listing, in advance (11 entries):
SMILES	RPMI-8226	HOP-92	HOP-62	EKVX	CCRF-CEM	MOLT-4	A549/ATCC	SR
COc1ccc(CN2C(=O)/C(=C\c3cc(OC)c(OC)c(OC)c3)c3ccccc32)cc1	-31*	0.9*	-33*	5.9*	5.6*	1.8*	9.3*	-22*
CN(CC(=O)O)c1ccc(/C=C/c2ccnc3ccccc23)cc1	70	46	83	70	67	34	74	.
COc1ccc(C(Cc2ccccc2)C(=O)O)cc1OC (stereo not given)	98	97	92	96	97	89	99	94
c1ccc(-c2cnc(-c3ccccc3)o2)cc1	108&104	104&105	112&98	99&99	104&105	101&114	104&105	110
O=C(/C=C/Nc1ccccc1)c1cc2cc(Br)ccc2oc1=O	101	94	102	97	94	118	95	110
COc1cc2nccc(Oc3ccc(NC(=O)C4(C(=O)Nc5ccc(F)cc5)CC4)cc3)c2cc1Oc1ccc(N)cn1	49	-11*	51	16	61	30	23	12
COC(=O)c1cc(-c2cccc3ccccc23)[nH]c(=O)c1C#N	107	95	98	93	105	105	100	.
Brc1cccc[n+]1CCCC[n+]1ccccc1Br	101	84	100	.	96	94	96	94
Nc1ccc(C(=O)Nc2ccc3cc(S(=O)(=O)O)ccc3c2)cc1	.	97	103	108	96	98	102	95
CCN(CC)CCCSCCCNc1cc(OC)cc2cccnc12	103	92	111	115	.	80	86	88
COc1cccc(/C=C/c2c(C(C)=O)c(=O)[nH]c3ccccc23)c1	81	67	93	90	89	90	99	81

All compounds of this part, previewed entries included:
SMILES	RPMI-8226	HOP-92	HOP-62	EKVX	CCRF-CEM	MOLT-4	A549/ATCC	SR
COc1ccc(CN2C(=O)/C(=C\c3cc(OC)c(OC)c(OC)c3)c3ccccc32)cc1	-31*	0.9*	-33*	5.9*	5.6*	1.8*	9.3*	-22*
CN(CC(=O)O)c1ccc(/C=C/c2ccnc3ccccc23)cc1	70	46	83	70	67	34	74	.
COc1ccc(C(Cc2ccccc2)C(=O)O)cc1OC (stereo not given)	98	97	92	96	97	89	99	94
c1ccc(-c2cnc(-c3ccccc3)o2)cc1	108&104	104&105	112&98	99&99	104&105	101&114	104&105	110
O=C(/C=C/Nc1ccccc1)c1cc2cc(Br)ccc2oc1=O	101	94	102	97	94	118	95	110
COc1cc2nccc(Oc3ccc(NC(=O)C4(C(=O)Nc5ccc(F)cc5)CC4)cc3)c2cc1Oc1ccc(N)cn1	49	-11*	51	16	61	30	23	12
COC(=O)c1cc(-c2cccc3ccccc23)[nH]c(=O)c1C#N	107	95	98	93	105	105	100	.
Brc1cccc[n+]1CCCC[n+]1ccccc1Br	101	84	100	.	96	94	96	94
Nc1ccc(C(=O)Nc2ccc3cc(S(=O)(=O)O)ccc3c2)cc1	.	97	103	108	96	98	102	95
CCN(CC)CCCSCCCNc1cc(OC)cc2cccnc12	103	92	111	115	.	80	86	88
COc1cccc(/C=C/c2c(C(C)=O)c(=O)[nH]c3ccccc23)c1	81	67	93	90	89	90	99	81
COc1ccc(-c2nc(SCCC(C)C)nc(N/N=C(/C)c3ccc(Cl)cc3)c2C#N)cc1	87	63	91	83	90	79	103	88
COC(=O)c1nc(N)nc(C(=O)OC)c1C(=O)c1ccc(Cl)cc1	106	105	112	100	106	134	105	104
Nc1c(C(=O)c2ccccc2)sc2nc(-c3cc4ccccc4o3)cc(-c3ccc(Cl)cc3)c12	83	-6.3*	102	103	105	101	106	108
C1=Cc2ccccc2Nc2ccccc21	69	90	98	86	94	97	105	84
CC(=O)c1c(C)c(C)c(C)c(C(C)=O)c1C	105	103	98	91	106	86	103	90
O=c1[nH]c(=O)n(C2C[C@@H](O)[C@@H](CO)O2)cc1F (stereo not given in full)	.	.	.	.	.	.	.	26
Cc1nc2nc(N)[nH]c(=O)c2[nH]1	191	146	85	101	117	86	99	38
Cn1c(=O)c2[nH]c(CCCc3nc4c([nH]3)c(=O)n(C)c(=O)n4C)nc2n(C)c1=O	107	101	97	113	124	136	105	129
CCCCC1=CC(=O)CCC1	95	.	101	106	92	100	99	.
C=C1CC[C@H]2[C@@](C)(CCC(=O)[C@@]2(C)COC(C)=O)[C@@H]1COc1ccc2ccc(=O)oc2c1	100	111	104	94	101	97	100	108
NNc1nncc2ccccc12	142&105	90&88	85&106	94&97	124&99	102&88	86	96&95
CC(C)c1ccc(O)c(=O)cc1	.	.	55	80	32	69	52	31
CCc1cccc(C(C)(C)C)c1NC(=S)N/C=C(/C#N)C(N)=O	100	87	94	95	103	99	98	95
COc1cc(C)ccc1Oc1nc(Nc2ccc(N3CCOCC3)cc2)ncc1NCc1ccc(OC(F)(F)F)cc1	89	90	73	96	94	82	71	96
CC(=O)/C(=C/c1ccc(Br)cc1)C(=O)c1ccccc1	-26*	.	.	.	-7.3*	-5.1*	94	-17*
NC(=O)c1c(O)cccc1O	101	104	91	108	99	124	89	130
O=C(N/N=C\c1ccc(F)cc1)C1CC1	100	90	106	111	82	89	98	101
CCCn1c(=O)c2[nH]c(-c3ccc(OCc4nc5ccc(C)cc5[nH]4)cc3)nc2n(CCC)c1=O	29	-43*	-17*	9.3*	47	15	63	12
N#Cc1nc(-c2ccccc2)oc1N1CCC(c2nc3ccccc3s2)CC1	108	109	110	97	103	101	107	99
C[C@H]1[C@@H]2[C@H]3CC[C@@H]4[C@@]5(C)Cc6c([nH]c7ccccc67)C(C)(C)[C@@H]5CC[C@@]4(C)[C@]3(C)CC[C@]23CO[C@]1(C)[C@@H](C(=O)/C=C/c1ccccn1)C3	63	67	109	102	63	79	89	56
COc1ccc(-c2nn(-c3ccccc3)cc2C2CC(c3cc4ccccc4oc3=O)=NN2C(N)=O)cc1 (stereo not given)	102	76	83	85	86	72	83	88
CCCC(CCC)Oc1ccc(CCCC2=C(O)c3ccccc3C(=O)C2=O)cc1	22	28	.	26	36	38	32	39
CC(C)c1ccccc1NC(=O)N1CCC(C(C)C)CC1	105	96	107	.	101	91	101	92
Cc1ccc(/C=C/C(=O)c2ccc(NC(=O)N3CCN(c4cc5c(cc4F)c(=O)c(C(=O)O)cn5C4CC4)CC3)cc2)cc1	102	104	106	96	102	103	105	99
CCOC(=O)c1ccc(-n2c(C)nc3cc(Cl)ccc3c2=O)cc1	62	96	99	.	80	93	80	88
O=c1cc(C(F)(F)F)c2cc(-c3cc4ccccc4c(=O)o3)c(O)cc2o1	18	-0.4*	83	89	54	59	78	86
O=C(Nc1ccccc1)C1CN(Cc2cccnc2)CCS1 (stereo not given)	90	85	86	97	88	104	86	98
COc1ccc(C(=O)Nc2ccccc2C2=NCC(CO)O2)cc1 (stereo not given)	102	119	94	100	103	99	87	97
Cc1cc(C)c2c(ccc3ccccc32)n1	98	87	98	63	92	90	92	91
COc1cc2nc(Sc3ncccc3C(=O)O)n(Cc3ccccc3)c(=O)c2cc1OC	88	.	108	77	97	86	115	70
COc1ccc(-c2ccc(-c3ccc(C(=N)N)cn3)s2)cc1	20	80	90	96	4.3*	49	64	3.2*
CCC(CO)[N+](=O)[O-] (stereo not given)	98	92	97	.	97	105	99	94
COc1cc(-c2csc(NC(=O)c3cc(C(F)(F)F)cc(C(F)(F)F)c3)n2)cc(OC)c1OC	14	-11*	46	9.2*	29	20	26	40
COc1cc(/C=C/c2nnc(-c3cc(-c4ccc(F)c(F)c4)n[nH]3)o2)cc(OC)c1OC	63	60	100	104	72	90	94	86
CCCn1c(=O)[nH]c(N)c(C(c2ccc(Cl)cc2)c2c(N)[nH]c(=O)n(CCC)c2=O)c1=O	45	62	81	75	36	19	73	33
c1cnc2nc3c(cc2c1)oc1ccccc13	94	90	108	102	91	93	87	81
CCCOCOCCC	114	112	92	95	107	91	.	101
Cc1ccc(-c2csc(N)n2)cc1	89	71	110	104	92	90	.	86
CCCCCCOC(=O)N1CCN(c2ccccc2)CC1	83	79	99	112	.	104	101	100
O=C(C1=CNC(=S)NC1c1ccccc1)c1cc2ccccc2oc1=O (stereo not given)	99	.	96	100	104	103	99	86
CC(=O)O[C@H]1CC[C@]2(C)[C@H]3CC=C4[C@@H]5CC(C)(C)CC[C@]5(C(=O)NCCNCCNCCN)CC[C@@]4(C)[C@]3(C)CC[C@H]2C1(C)C	-24*	62	88	82	-9.2*	-13*	43	.
CSc1nc(O)c(-c2ccccc2)c(=O)[nH]1	102	101	105	95	102	97	100	96
COc1cc2nc(N3CCN(C(=O)c4ccco4)CC3)nc(N)c2cc1OC	.	.	106	.	.	.	.	.
N#Cc1cnn2c(-c3ccc(Cl)cc3)nc(NC3CC3)nc12	.	98	98	76	96	80	84	86
Cc1ccc(NC(=O)c2sc3nc(-c4cnccn4)cc(-c4cccs4)c3c2N)cc1	105	110	113	93	98	91	103	91
CCOC(=O)C(C)(C)CCc1ccncc1	103	.	103	95	98	104	100	105
c1ccc(C2=C(c3ccccc3)C(c3ccccc3)=C(c3ccccc3)C2)cc1	104	84	97	90	93	.	88	.
COc1ccc2c(C)cc(SCC(=O)Nc3c(C)n[nH]c3C)nc2c1	79	77	94	99	82	91	95	.
NC(N)=NS(=O)(=O)c1ccc(Nc2ccc3nnc(-c4ccncc4)n3n2)cc1	104	107	110	.	109	101	108	97

(further entries)
SMILES	RPMI-8226	HOP-92	HOP-62	EKVX	CCRF-CEM	MOLT-4	A549/ATCC	SR
Nc1nccc2c1ccn2-c1cccc(NC(=O)c2ccc(N3CCOCC3)c(C(F)(F)F)c2)c1	-41*	-6.3*	24	44	7.3*	9.7*	11	-13*
C=C(C)[C@@H]1CC[C@]2(C(=O)OC)CC[C@]3(C)[C@H](CC[C@@H]4[C@@]5(C)C/C(=C/c6ccccn6)C(=O)C(C)(C)[C@@H]5CC[C@]43C)[C@@H]12	92	97	106	94	92	87	92	.
O=C(NC1=NN(c2ccccc2)C(=O)C1)C(=O)Nc1nc2ccccc2[nH]1	95	96	103	.	94	102	97	93
COc1cc2nc(Nc3cccc(NC(C)=O)c3)nc(N)c2cc1OC	56	.	94	133	-71*	-90*	105	107
COc1ccc(NC(=O)CSc2nnc(-c3ccc(-c4nc5ccc(C)cc5[nH]4)cc3)o2)cc1OC	85	97	107	94	.	97	104	88
Cn1cc(-c2csc(-c3cn(C)c4ncccc34)n2)c2cc(Br)cnc21	79	.	100	84	80	85	87	.
OC(CN(Cc1ccccc1)CC(O)c1ccccc1)c1ccccc1 (stereo not given)	87	85	109	.	84	76	90	83
CC(C(=O)O)n1cc(C#N)c(=O)[nH]c1=O (stereo not given)	104&106	98&93	99&92	110&96	103&92	107&90	108&103	100&94
C/C=C/c1cc(OC)c(O)c(OC)c1	103	.	103	102	114	98	.	99
Cn1c(N2CCN(C(=O)c3ccc(Cl)cc3Cl)CC2)nc(-c2ccccc2)cc1=O	100	112	90	93	100	91	88	85
Nc1c(C(=O)NCc2ccco2)sc2nc3c(cc12)C(=O)CCC3	106	111	108	.	93	99	93	95
O=C(O)c1cccc2c(=O)c3ccccc3n(CC(O)CN3CCCC3)c12 (stereo not given)	77	97	90	129	105	106	94	60
O=C(C(c1ccccc1)C(O)(c1ccccc1)c1ccccc1)N1CCOCC1 (stereo not given)	.	.	104	108	104	86	96	86
ClC1CC2CCC1C2 (stereo not given)	95	103	108	.	93	104	94	.
O=C(O)CCC(/C=N/Nc1ccc([N+](=O)[O-])cc1)=N/Nc1ccc([N+](=O)[O-])cc1	87	90	84	96	85	91	87	96
COc1cc(/C=C/C(=O)c2ccc(C(F)(F)F)cc2)ccc1Oc1nc(NCCO)nc(N2CCOCC2)n1	-16*	95	90	94	4.1*	3.5*	92	-8.2*
CCC/C(=N\Nc1ccc([N+](=O)[O-])cc1[N+](=O)[O-])c1ccccc1	105	96	100	96	109	104	98	95
CC1SC(c2c(Cl)cccc2Cl)N(NC(=O)c2[nH]c3ccc(F)cc3c2-c2ccccc2)C1=O (stereo not given)	.	.	-45*	42	56	69	-1.1*	.
O=c1[nH]cnc2c(-c3nc4ccccc4s3)c(Nc3ccccc3)sc12	87	85	87	83	79	86	96	82
CC12CCC(O1)C1C(=O)OC(=O)C12 (stereo not given)	160	105	101	90	115	89	107	113
COC(=O)c1cc(-c2ccccc2)n(C(=O)CSc2nc3sc(C(N)=O)c(C)c3c(=O)n2Cc2ccccc2)n1	108	101	92	.	105	102	108	106
O=C(O)c1ccccc1[I+]c1ccccc1	106	102	89	95	112	105	87	108
CCCCNC(=O)Oc1ccc(/C(=C(/CC)Cc2ccccc2)c2ccc(OCCCN(C)C)cc2)cc1	43	44	96	67	77	63	70	22
CC(C)(C)c1ccc(S(=O)(=O)Oc2ccc(NC(=O)C3CCCC3)cc2)cc1	86	103	95	83	95	77	73	89
C/C=C(/C[N+](=O)[O-])c1ccccc1	91	93	107	102	87	89	111	97
COc1cc2c3c(c(=O)oc2cc1OS(=O)(=O)c1ccc(C(F)(F)F)cc1)CCCCCC3	74	80	107	.	88	87	81	78
CCCCCCCCCCCCCCCCCCNC(=S)N/N=C/c1ccc(OC)c(OC)c1	90	69	99	93	92	100	98	81
Cc1nn(-c2ccccc2)c2c1C(c1ccccc1)CC(=O)N2 (stereo not given)	88	81	113	82	81	.	85	.
O=C1CS/C(=N\Nc2cc(=O)[nH]c3ccccc23)N1c1ccccc1	88	65	87	87	86	99	97	78
CCN(CC)CCCNc1cc(OC)c(OC)c2cccnc12	74	85	58	100	75	53	56	42
COc1ccc(/C(C#N)=C/c2ccccn2)cc1	94	100	109&112	99&90	102&93	103&97	103&101	88&91
CCOC(=O)C1=CSC2=NC3=C(CCC/C3=C\c3ccc(OC)cc3)C(c3ccc(OC)cc3)N12 (stereo not given)	73	77	111	100	90	96	95	98
COc1ccc(C2CC(c3ccccc3O)=NN2c2ccc(S(N)(=O)=O)cc2)cc1OC (stereo not given)	48	57	75	66	50	38	56	63
COc1cc2nc(Cc3ccc(C)cc3)[nH]c(=O)c2cc1OC	88	69	104	109	1.9*	95	49	100
COc1nccc2c(Nc3ccccc3)nc(N)nc12	.	.	105	83	.	110	109	101
